# From PubChem
# MRP reversal: reversal of MRP1-mediated doxorubicin resistance, primary screen, H69AR cells, doxorubicin co-treatment; H69AR cells + 2 uM doxorubicin, CellTiter-Glo, 72 h; differential viability (reversal), % at 10 µM; hit rate 0.04% among 85,000;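 active means viability drop by adding the cancer drug above about 55%, with treated viability meeting a 40% cutoff, limit read from the data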;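 further: viability without doxorubicin minus viability with 2 µM doxorubicin for each compound; larger differential means the compound sensitizes cells more to doxorubicin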
# PLAP inhibitors HTS: PLAP enzyme inhibitors, biochemical, luminescence, HTS (AID 690); purified PLAP, luminescent substrate; higher % means a stronger effect; inhibition, % at 20 µM, or IC50 in µM where a hit was titrated; hit rate 0.08% among 96,000; in the data active means a potency from the dose series; inactive means the rest, 99 in 100 with inhibition below about 30%; further: strong numbers were not always called active
# Bcl-B TR3 displacers: displacers of TR3 peptide from Bcl-B, primary screen, selectivity assay for Bfl-1 inhibitor project, biochemical, fluorescence polarization; FP displacement of FITC-TR3 peptide from Bcl-B; higher % means a stronger effect; hit rate 0.11% among 96,000; one-dose displacement, % at 20 µM; IC50 in µM for titrated hits;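 active means displacement above 50% at 20 µM plus a fluorescence interference ratio under 1.5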;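 further: plate controls were wells without compound for no effect and wells lacking Bcl-B protein for full effect; a part of the inactive calls stands beside numbers as strong as those of hits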
# IL1B NFkB pot: enhancers of NFkB p65 translocation in HUVEC – imaging, IL-1B stimulus, high-content imaging, primary screen; HUVEC IL-1B NFkB p65 nuclear translocation imaging; activation, % at 2 µM; hit rate 0.3% among 94,000; AID 819, 2007;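 active means activation above 40%, about the mean plus 3 SD, also judged a hit on visual image review; inconclusive means activation above 40% but not a hit on visual review; inactive means activation not above 40% and no visual hit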;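 further: percent activation is computed from the nuclear over cytoplasmic p65 intensity ratio; values of inactives mirror those of a sister screen read the other way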
# NFkB transloc inh: inhibitors of IL-1B driven NFkB p65 nuclear import, primary screen, imaging, HUVEC, IL-1B stimulus, high-content imaging; HUVEC IL-1B NFkB p65 nuclear translocation imaging; inhibition, % at 2 µM; hit rate 0.43% among 94,000; AID 796, 2007;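 active means inhibition above about 30% together with a positive call from visual inspection of the well image, limit read from the data; inconclusive means inhibition above a set limit but visual check negative; inactive means inhibition not above a set limit, visual check negative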;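 further: nuclear over cytoplasmic p65 intensity ratio measured by imaging; 0% = IL-1B stimulated DMSO wells and 100% = unstimulated DMSO wells; values of inactives mirror those of a sister screen read the other way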
# MRP reversal cytotoxicity: recorded beside MRP reversal, whose call it bears; viability, %; H69AR cells, CellTiter-Glo, 72 h; measured here: cytotoxicity without doxorubicin
# MRP reversal with doxorubicin: second read-out of MRP reversal, no call of its own (marks repeat the call); viability, %; measured here: viability with 2 uM doxorubicin; hits give low values
# NFkB transloc inh cell count 2 µM: further read-out of NFkB transloc inh, marked with its call; cell count; measured here: cells passing quality filter;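 raw number of nuclei counted in each imaged well without normalization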
# IL1B NFkB pot cell count 2 µM: recorded beside IL1B NFkB pot, whose call it bears; cell count; measured here: cells passing quality filter
# The depositor's hits bear a star; ? = inconclusive; . = not tested or not shown.
item	SMILES	MRP reversal with doxorubicin	NFkB transloc inh cell count 2 µM	NFkB transloc inh	Bcl-B TR3 displacers	MRP reversal	MRP reversal cytotoxicity	IL1B NFkB pot cell count 2 µM	PLAP inhibitors HTS	IL1B NFkB pot
1	O=C(CCSCCc1ccccn1)Nc1ccccn1	82	128	2	1%	2	84	128	8%	-2
2	COc1cc(C(=O)Nc2ccc(-n3cnnn3)c(C)c2)cc(OC)c1OC	74	151	2	-7%	0	74	151	19%	-2
3	CCOC(=O)c1ccc(NC(=O)Nc2ccc3c4c(cccc24)C(=O)N3CC)cc1	.	183	-1	-76%	.	.	183	0%	1
4	Cc1ccnc2ccc(-c3nc4ccccc4o3)cc12	79	142	3	-4%	-18	60	142	-24%	-3
5	COc1ccc2c(c1OC)C(=O)N1N=C(c3ccccc3)CC21 (configuration not stated)	.	137	10	-3%	.	.	137	-5%	-10
6	CCc1nc(NCC2CCCN2CC)c2nnn(Cc3ccccc3F)c2n1 (configuration not stated)	79	130	-6	3%	-8	71	130	-51%	6
7	O=C(CSCCO)Nc1cccc2ccccc12	95	153	4	24%	-3	92	153	4%	-4
8	O=C(NCc1ccco1)c1cc(C(=O)C2CC2)c[nH]1	.	135	2	0%	.	.	135	14%	-2
9	COc1ccc(C(=O)NCCNC(=O)c2cc(OCC(F)(F)F)ccc2OCC(F)(F)F)cc1	95	43	8	-5%	-2	93	43	9%	-8
10	CC(=O)N(CCP(=O)(c1ccccc1)c1ccccc1)Cc1ccco1	98	144	7	4%	2	100	144	0%	-7
11	COc1ccc2c(c1)[nH]c1c(=O)n(CCc3cnc[nH]3)cnc12	84	75	-13	22%	2	86	75	-62%	13
12	COc1ccc(CCNC(=O)C2CCN(S(C)(=O)=O)CC2)cc1OC	94	139	-11	5%	-2	92	139	-13%	11
13	O=C(CSc1nnc(C2CC2)n1-c1ccccc1)NCCc1ccccc1	.	165	-7	9%	.	.	165	2%	7
14	CC(=O)c1ccc(OCCCN2CCCCC2)cc1	89	215	-29	-1%	2	91	215	-23%	29
15	O=C1c2ccccc2C(=O)N1CCSc1nncs1	88	152	-26	6%	8	96	152	6%	26
16	COC(=O)c1oc2ccc(Br)cc2c1NC(=O)CN1CCN(C)CC1	80	139	5	.	8	88	139	.	-5
17	Cc1ccc(NC(=O)c2sc3nc4c(c(-c5ccco5)c3c2N)CCC4)cc1	56	147	-15	17%	-6	50	147	-30%	15
18	O=C(N/N=C\c1ccc(CN(Cc2ccc(Cl)cc2)S(=O)(=O)c2ccccc2)o1)C(=O)Nc1ccc(F)cc1	.	189	7	-40%	.	.	189	-40%	-7
19	C=CCSc1nc(Cc2ccc(Cl)cc2)nc2ccccc12	.	182	-10	-4%	.	.	182	7%	10
20	O=C(CN1C(=O)c2cccc3cccc1c23)NCC1CCCO1 (configuration not stated)	96	155	13	1%	4	101	155	-3%	-13
21	Cc1ccc(SCCNC(=O)/C=C/c2ccccc2Cl)cc1	.	139	0	3%	.	.	125	-10%	-2
22	COc1ccc2[nH]c(=O)c(C(c3nnnn3C3CCCC3)N3CCN(Cc4ccc5c(c4)OCO5)CC3)cc2c1 (configuration not stated)	69	159	-9	-4%	3	72	159	-98%	9
23	Cc1cc(CC(C)C)n(-c2nc3ccccc3c(=O)n2OCC(N)=O)n1	.	72	-6	0%	.	.	72	-53%	6
24	Cc1c(Br)c([N+](=O)[O-])nn1CC(=O)NCc1ccccn1	92	186	7	6%	10	102	186	-1%	-7

# Complete entries, quoted from the list:
# `O=C1c2ccccc2C(=O)N1CCSc1nncs1` reads MRP reversal with doxorubicin: 88; NFkB transloc inh cell count 2 µM: 152; NFkB transloc inh: -26; Bcl-B TR3 displacers: 6%; MRP reversal: 8; MRP reversal cytotoxicity: 96; IL1B NFkB pot cell count 2 µM: 152; PLAP inhibitors HTS: 6%; IL1B NFkB pot: 26
# `COc1ccc(CCNC(=O)C2CCN(S(C)(=O)=O)CC2)cc1OC` reads MRP reversal with doxorubicin: 94; NFkB transloc inh cell count 2 µM: 139; NFkB transloc inh: -11; Bcl-B TR3 displacers: 5%; MRP reversal: -2; MRP reversal cytotoxicity: 92; IL1B NFkB pot cell count 2 µM: 139; PLAP inhibitors HTS: -13%; IL1B NFkB pot: 11

# (list continues)
item	SMILES	MRP reversal with doxorubicin	NFkB transloc inh cell count 2 µM	NFkB transloc inh	Bcl-B TR3 displacers	MRP reversal	MRP reversal cytotoxicity	IL1B NFkB pot cell count 2 µM	PLAP inhibitors HTS	IL1B NFkB pot
25	O=C(CN1C(=O)COc2ccccc21)N1CCN(c2ccccc2F)CC1	109	.	.	-10%	-9	100	.	3%	.
26	CCCCOc1ccc(CN2CCC(O)CC2)cc1	98	83	10	-12%	-10	88	83	-17%	-10
27	CCOC(=O)CSc1n[nH]c(-c2ccco2)n1	96	172	2	4%	-1	94	172	16%	-2
28	O=C(NCc1ccccc1Cl)C1CCCN(S(=O)(=O)c2cnc[nH]2)C1 (configuration not stated)	100	138	-7	-3%	-7	93	138	-17%	7
29	O=C(O)c1ccc(NS(=O)(=O)c2cc(C(=O)O)ccc2Br)cc1	82	108	3	2%	17	99	108	1%	-3
30	CCOC(=O)COc1cc(OCC(=O)OCC)c2c(=O)cc(-c3ccccc3)oc2c1	.	118	5	-4%	.	.	118	-29%	-5
31	Cc1nn(C(=O)c2cccnc2)c(C)c1C	86	136	-45	12%	1	87	.	-6%	?
32	COC(=O)c1cn(C(=O)OC)c2ccccc12	93	163	-17	-2%	8	101	163	-6%	17
33	O=C(NC1CCCCC1)NC1CC2CCCC(C1)N2C1CCCC1 (configuration not stated)	84	166	-3	-5%	2	86	166	-9%	3
34	CN(C)CCOc1ccccc1C(C)(C)C	83	168	-13	-8%	16	99	168	-20%	13
35	Cc1nnc(NC(=O)Nc2cccc(Cl)c2)s1	101	151	6	-4%	-15	86	151	8%	-6
36	CC(C)(C)C(=O)O/N=C1/C(=O)N(c2ccccc2)c2ccccc21	.	.	.	7%	.	.	.	-5%	.
37	COc1ccc(-n2c(Cc3cc(=O)[nH]c(=O)[nH]3)nnc2SCc2ccccc2)cc1	88	149	6	8%	3	91	149	-55%	-6
38	O=C1/C(=C/c2ccc([N+](=O)[O-])cc2)C=C(c2ccccc2)N1c1ccccc1	.	164	-12	-100%	.	.	131	7%	3
39	Cc1ccc(C)n1NC(=O)c1ccccc1Cl	75	162	-16	3%	24	99	162	-23%	16
40	CCCC(=O)n1nc(-c2ccco2)nc1N	101	173	-3	-1%	4	106	173	14%	3
41	C/C(=C\C(=O)c1ccc(Br)cc1)NCc1ccc(C)cc1	84	173	-8	1%	-5	79	173	27%	8
42	C=CCOC(=O)C1=C(C)Nc2ncnn2C1c1cccs1 (configuration not stated)	88	175	-24	-5%	-4	84	175	25%	24
43	COc1ccc(CNC(=O)c2csc(Cc3ccc(OC)cc3)n2)cc1	.	144	-5	-1%	.	.	144	-11%	5
44	Cc1sc(NC(=O)c2ccco2)c(C(c2ccncc2)N2CCOCC2)c1C (configuration not stated)	84	133	6	2%	6	90	133	-1%	-6
45	COc1ccc(OCC(O)Cn2c(Br)nc3c2c(=O)[nH]c(=O)n3C)cc1 (configuration not stated)	51	131	-21	-4%	-16	35	131	-15%	21
46	COc1ccc(C2(O)CCN(CCCCOc3ccccc3)CC2)cc1	81	93	-2	-18%	-7	74	93	-108%	2
47	O=C1CCCN1c1cccc(Br)c1	95	75	0	.	2	97	75	.	0
48	O=C1CC(C2CCCO2)C(=O)N1c1ccccc1 (configuration not stated)	96	126	-5	.	-15	81	126	.	5
49	CCn1c(COc2ccccc2C)nnc1SCC(=O)CC(=O)Nc1ccccc1	103	153	5	1%	-10	93	153	-71%	-5
50	Cc1cnn(-c2ccc3nnc(-c4ccc(Cl)cc4)n3n2)c1	76	157	-7	-24%	12	88	157	8%	7
51	CCC(Sc1nc(=O)cc(N)n1-c1ccccc1)C(=O)Nc1cc(C)on1 (configuration not stated)	82	131	-6	-4%	3	85	131	-17%	6
52	O=C(c1cccc(F)c1)N1CCN(C(=O)c2cc3ncc(Br)cn3n2)CC1	82	141	-10	14%	-2	80	141	4%	10
53	Cc1cc(-n2c(=O)c(C#N)cc3c(=O)n4cccc(C)c4nc32)no1	88	.	.	-3%	5	92	.	9%	.
54	CNC(=O)c1csc(-c2ccccc2)n1	.	172	-11	0%	.	.	172	14%	11
55	CCOc1nc(C)ccc1-c1noc(-c2ccncc2)n1	74	119	-17	.	21	95	119	.	17
56	CCOc1ccc2nc(SC3CC(=O)N(c4ccccc4)C3=O)sc2c1 (configuration not stated)	.	116	-11	-14%	.	.	116	-7%	11
57	CCOc1ccc(NC(=O)N2CC=C(n3c(=O)[nH]c4ccccc43)CC2)cc1	65	192	2	-9%	7	72	192	-18%	-2
58	COc1cc2cc(CN(C(=O)Nc3ccccc3)C3CCCC3)c(=O)[nH]c2cc1OC	70	102	10	-6%	-13	57	102	-45%	-10
59	C=C(C)C1Cc2c(C)nn(-c3ccccn3)c2C1 (configuration not stated)	87	162	-8	-9%	-34	53	162	-62%	8
60	CC(=O)C1=C(C)NC(SCC(=O)c2ccc(F)cc2)=C(C#N)C1c1ccco1 (configuration not stated)	40	120	-21	-2%	4	44	120	-22%	21

# Entries by screen from the list.
# IL1B NFkB pot cell count 2 µM for nos. 30 to 40 → 118, ., 163, 166, 168, 151, ., 149, 131, 162, 173
# PLAP inhibitors HTS for nos. 30 to 40 → -29%, -6%, -6%, -9%, -20%, 8%, -5%, -55%, 7%, -23%, 14%
# Bcl-B TR3 displacers for nos. 30 to 40 → -4%, 12%, -2%, -5%, -8%, -4%, 7%, 8%, -100%, 3%, -1%

# Next section.
item	SMILES	MRP reversal with doxorubicin	NFkB transloc inh cell count 2 µM	NFkB transloc inh	Bcl-B TR3 displacers	MRP reversal	MRP reversal cytotoxicity	IL1B NFkB pot cell count 2 µM	PLAP inhibitors HTS	IL1B NFkB pot
61	O=C(Nc1cccnc1)c1cccc(S(=O)(=O)N2CCOCC2)c1	92	108	12	0%	9	101	108	14%	-12
62	O=C(CN1CCOc2ccccc21)NCc1ccco1	90	189	-14	16%	12	102	189	6%	14
63	COCC(C)NC(=O)CSc1nc(-c2ccccc2)c(-c2ccccc2)o1 (configuration not stated)	.	150	-16	3%	.	.	150	-62%	16
64	CCOC(=O)/C=C1\SCC(=O)N1CC(=O)NC(C)C	.	209	0	3%	.	.	209	17%	0
65	Nc1nncn1C(=O)CCCOc1ccccc1	85	164	-11	-1%	6	92	164	-9%	11

# Three compounds picked at random from those above:
item	SMILES	MRP reversal with doxorubicin	NFkB transloc inh cell count 2 µM	NFkB transloc inh	Bcl-B TR3 displacers	MRP reversal	MRP reversal cytotoxicity	IL1B NFkB pot cell count 2 µM	PLAP inhibitors HTS	IL1B NFkB pot
65	Nc1nncn1C(=O)CCCOc1ccccc1	85	164	-11	-1%	6	92	164	-9%	11
61	O=C(Nc1cccnc1)c1cccc(S(=O)(=O)N2CCOCC2)c1	92	108	12	0%	9	101	108	14%	-12
64	CCOC(=O)/C=C1\SCC(=O)N1CC(=O)NC(C)C	.	209	0	3%	.	.	209	17%	0

# This is a subset; count on the stated rates, not on these rows.
